Bcl-B Bim block: disrupts Bim peptide binding to human Bcl-B | Q9HD36 | 190,000 tested, 0.073% active | bead-based flow cytometry | inhibition, % at 10 µM | AID 951;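 note: 0% = tracer peptide without compound and 100% = reference inhibitor peptide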
RGS4-Gao reg: human RGS4-Galphao interaction regulation; P09471; Multiplexed bead flow cytometry, RGS4-Galphao binding; actives lie on both sides; binding response (% of control), % at 10 µM; 220,000 tested, 0.33% active; AID 1415; in the data active = binding response below about 49% or above about 150%; inactive = in between;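 note: fluorescent Galphao activated with aluminum fluoride binding bead-coupled RGS4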
ABCG2 block: blocks JC-1 efflux by human ABCG2 transporter | Q9UNQ0 | IgMXP3 cells, flow cytometry | inhibition, % at 6.6 µM | 190,000 tested, 0.1% active;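 active = inhibition above 80%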;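 note: 0% = DMSO and 100% = nicardipine control wells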
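Incubation: cells with compound and JC-1, 10 min at 25 °C, rotating, no wash / Test system: IgMXP3 (ABCG2) plus far-red-tagged CCRF-Adr (ABCB1) cells / Compound dosing: one concentration, 6.6 µM final / Also added: JC-1 fluorescent substrate / Evaluation: efflux inhibition in percent versus controls / Detection: flow cytometry, 530 nm JC-1 signal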
Mcl-1 Bim block: inhibitors of Bim-Mcl-1 interaction, human. AID 1009. Q07820. 190,000 tested, 0.1% active. Bead-based flow cytometry, Bim peptide-Mcl-1 binding. inhibition, % at 10 µM;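 note: 0% = no compound tracer wells and 100% = peptide blocker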
Target sequence (Q07820 whole entry, looked up): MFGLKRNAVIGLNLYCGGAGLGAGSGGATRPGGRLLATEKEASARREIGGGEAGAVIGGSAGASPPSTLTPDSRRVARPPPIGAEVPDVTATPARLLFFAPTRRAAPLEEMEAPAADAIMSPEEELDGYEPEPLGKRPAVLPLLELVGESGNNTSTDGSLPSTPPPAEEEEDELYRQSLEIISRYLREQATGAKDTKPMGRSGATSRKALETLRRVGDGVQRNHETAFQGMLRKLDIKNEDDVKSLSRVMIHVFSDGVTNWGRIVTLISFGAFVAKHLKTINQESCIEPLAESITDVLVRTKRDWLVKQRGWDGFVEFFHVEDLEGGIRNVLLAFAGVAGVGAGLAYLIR
Bim-Bfl-1: inhibitors of Bim-Bfl-1 interaction, human; Q16548; Bead-based flow cytometry, Bim-Bfl-1 binding inhibition; inhibition, % at 10 µM; 190,000 tested, 0.12% active; AID 1008;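 note: 0% = wells without compound plus tracer and 100% = blocker peptide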
Bcl-XL Bim block: disrupts Bim peptide binding to human Bcl-XL. Q07817. bead flow cytometry, fluorescence. inhibition, % at 10 µM. 190,000 tested, 0.04% active. AID 1007
Target sequence (Q07817 whole entry, looked up): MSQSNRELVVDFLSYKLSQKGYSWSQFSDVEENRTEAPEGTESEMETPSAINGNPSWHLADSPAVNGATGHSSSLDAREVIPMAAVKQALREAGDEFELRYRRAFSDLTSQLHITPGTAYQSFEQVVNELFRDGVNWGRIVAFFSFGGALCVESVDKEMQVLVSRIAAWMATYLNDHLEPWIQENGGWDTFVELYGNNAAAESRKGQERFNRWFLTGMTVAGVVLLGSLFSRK
RGS7-Gao reg: regulators of human RGS7-Galphao interaction; P09471; Multiplexed bead flow cytometry, RGS7-Galphao binding; actives lie on both sides; binding response (% of control), % at 10 µM; 220,000 tested, 0.35% active; AID 1439; in the data active = binding response below about 49% or above about 150%; inconclusive = no clear call, values can overlap the other calls; inactive = in between;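 note: fluorescent Galphao held in activated GDP-AlF4 state binding bead-coupled RGS7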
RGS8-Gao reg: regulators of human RGS8-Galphao interaction. P09471. multiplexed bead flow cytometry, RGS8-Galphao binding; actives lie on both sides. response (percent of control binding), % at 10 µM. 220,000 tested, 0.34% active; in the data active = response below about 60% or above about 140%; inactive = in between;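 note: Galphao activated as the GDP aluminium fluoride complex binding bead-coupled RGS8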
Bim-Bcl-2: human Bim-Bcl-2 interaction inhibition | Bead-based flow cytometry, Bim peptide-Bcl-2 binding | AID 950 | 190,000 tested, 0.06% active | inhibition, % at 10 µM; in the data active = inhibition above about 40%; inconclusive = no clear call, values can overlap the other calls;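 note: 0% = no compound wells with probe peptide and 100% = reference peptide inhibitor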
Target sequence (P10415 whole entry, looked up): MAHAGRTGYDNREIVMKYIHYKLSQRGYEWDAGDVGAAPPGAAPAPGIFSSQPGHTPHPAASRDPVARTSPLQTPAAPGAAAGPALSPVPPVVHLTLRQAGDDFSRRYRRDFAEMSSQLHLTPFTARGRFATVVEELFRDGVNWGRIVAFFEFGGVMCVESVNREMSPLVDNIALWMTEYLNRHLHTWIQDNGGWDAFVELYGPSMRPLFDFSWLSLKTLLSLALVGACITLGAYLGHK
ABCB1 inh: human ABCB1 inhibition, ABCG2 as counter-screen. CCRF-Adr cells, JC-1 efflux, flow cytometry. inhibition, % at 6.6 µM. 190,000 tested, 0.067% active; in the data active = inhibition above about 40%;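 note: 0% = vehicle and 100% = reference inhibitor; higher value means more JC-1 retained so stronger ABCB1 efflux block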
Bim-Bcl-W: human Bim-Bcl-W interaction inhibition; Q92843; bead-based flow cytometry, Bim peptide-Bcl-W binding; inhibition, % at 10 µM; 190,000 tested, 0.02% active;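 note: 0% = bound tracer without compound and 100% = peptide blocker; higher means less fluorescent Bim peptide bound to Bcl-W beads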
Target sequence (Q92843 whole entry, looked up): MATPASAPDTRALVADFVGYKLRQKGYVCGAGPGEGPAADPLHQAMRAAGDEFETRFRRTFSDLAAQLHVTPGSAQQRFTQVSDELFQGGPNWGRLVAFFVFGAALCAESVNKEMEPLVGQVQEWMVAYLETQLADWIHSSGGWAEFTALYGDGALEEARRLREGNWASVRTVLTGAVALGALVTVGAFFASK
Numbers without * were called inactive; u = inconclusive; x = not tested or not shown; [ ] = another dose, or the depositor's remark. Cut-off read from the data, not from the text of the source, unless noted: active = inhibition above about 40%.

Sequence of screens: Bim-Bcl-2	Bim-Bcl-W	Mcl-1 Bim block	ABCB1 inh	RGS7-Gao reg	Bcl-XL Bim block	Bcl-B Bim block	RGS4-Gao reg	Bim-Bfl-1	RGS8-Gao reg	ABCG2 block
Cc1sc2cc3c(c(C(=O)c4ccccc4)[n+]2c1C)-c1cccc2cccc-3c12
→ 1	0	1	-1.4	110	0	4	108	0	99	-6
COc1cccc2cc(C(C)N(CCCN3CCOCC3)C(=S)Nc3c(C)cccc3C)oc12 (stereo not drawn)
→ -1	-4	-4	7.3	111	-6	0	110	3	132	3
Cc1cccc(CCNC(=O)CCc2nnc(CCc3ccccc3)o2)n1
→ -2	-5	-1	0.0	99	-2	-8	105	-5	102	0
O=C(NNC(=O)c1ccccc1-n1cccc1)c1ccc(F)cc1
→ -3	0	-1	0.3	102	-5	-2	105	-5	105	0
NCc1ccc(S(N)(=O)=O)cc1
→ -3	1	1	-0.5	x	-2	0	x	0	x	-2
CCCCCCCC(=O)OCC(O)CO (stereo not drawn)
→ 1	1	0	-0.2	100	-6	-2	97	2	97	-1
O=C1CCc2cc(S(=O)(=O)N3CCN(c4ccccc4F)CC3)ccc2N1
→ -6	-2	-1	0.3	97	-11	-5	98	-4	102	1
O=Cc1cc(N=Nc2cccc(C(=O)O)c2)ccc1O
→ 0	1	5	0.8	95	-2	-3	95	-3	98	2
CC(NC(=O)CSc1nc2ccccc2c(=O)n1CCCO)c1ccccc1 (stereo not drawn)
→ -2	-1	-4	0.2	105	-2	2	100	-4	99	3
O=[N+]([O-])c1ccc(NC(=S)N/C(=N/CS(=O)(=O)c2ccccc2)c2ccccc2)cc1
→ -4	0	-1	0.4	97	-1	-4	97	-12	97	2
Cc1nn(C)c(C)c1CN(C)C(=O)c1cc2nc(-c3ccco3)cc(C(F)(F)F)n2n1
→ 1	3	1	0.2	97	0	0	99	15	98	0
CN(C)c1nc(NCc2ccccc2)nc(SCC(=O)Nc2ccc(Cl)c(Cl)c2)n1
→ -5	0	0	0.3	102	-1	-7	92	-12	97	2
COc1cc(/C=C/C(=O)OCC(=O)Nc2sc3c(c2C#N)CCC(C)C3)ccc1OCC#N (stereo not drawn)
→ 0	9	-3	-2.5	94	4	5	96	12	100	-12
COC(=O)C(CSCc1ccccc1)NC(=O)CSc1nc(N)cc(=O)[nH]1 (stereo not drawn)
→ 1	-4	-2	0.5	89	-2	0	94	-1	96	0
CCOC(=O)c1[nH]c(C)c(C(=O)N2CCN(c3ccccc3OC)CC2)c1C
→ -5	0	0	0.7	99	-1	0	103	-2	105	2
CC12CCC(C(=O)N(CC3CO3)C1=O)C2(C)C (stereo not drawn)
→ -8	-4	-3	-0.2	108	-3	-7	105	-5	102	-1
COc1ccc(S(=O)(=O)n2nc(OC(=O)c3ccccc3Br)cc2N)cc1
→ 3	7	9	0.9	101	8	2	94	7	96	14
CCOC(=O)C1=NOC(Cn2cc(C#N)c(=O)n(C)c2=O)C1 (stereo not drawn)
→ 0	-4	0	0.0	99	-1	1	101	-4	103	1
O/N=C(\c1ccc2c(c1)OCCO2)C1CCCCC1
→ -1	0	-1	0.3	97	6	1	99	3	100	3
Clc1ccc2[nH]c3c(NCCN4CCOCC4)ncnc3c2c1
→ -2	-1	0	0.4	100	-1	3	99	-2	100	1
O=c1cc(N2CCOCC2)[nH]c(=O)n1-c1ccc(Cl)cc1
→ -7	2	0	0.7	95	-4	-2	96	-10	96	1
O=C(CCN1C(=O)c2ccccc2C1=O)Nc1ccc(-c2cn3ccsc3n2)cc1
→ 1	2	1	0.3	101	1	0	108	1	106	2
O=C(CSc1nc2ccccc2c(=O)[nH]1)N1CCOCC1
→ -1	4	-1	0.3	88	-2	-3	88	-6	95	2
Cc1cc(NC(=O)Cn2nc(C(F)(F)F)c3c2CCCC3)no1
→ -4	-2	-5	0.4	101	3	-1	101	0	102	2
O=C(O)C1CC=CCC1C(=O)NCCc1ccccc1 (stereo not drawn)
→ -1	-3	4	x	104	-4	-3	104	-4	107	x
CCn1c(NC)cc(=O)n(C)c1=O
→ -2	-2	-2	-1.7	96	-6	-3	98	0	93	-3
Cc1c(-c2ccccc2)[n+](=O)c2c(n1[O-])CCC2
→ 0	-2	0	0.7	100	-1	-1	98	-2	100	1
C=CCN(Cc1cc(OC)ccc1OC)S(=O)(=O)N(C)C
→ -9	0	-4	0.7	95	-7	-6	104	-14	107	1
O=C(CN1C(=O)NC2(CCCC2)C1=O)Nc1ccc(F)cc1
→ -7	3	-1	-0.3	101	6	-7	110	-8	104	1
Cc1nn(Cc2ccccc2)c(C)c1NC(=O)c1cc2nc(-c3ccco3)cc(C(F)(F)F)n2n1
→ -2	1	2	1.1	101	-3	-4	105	-6	102	2
CC(Cc1ccccc1)NC(=O)CSc1nc2nc3c(cc2c(=O)n1-c1ccccc1)COC(C)(C)C3 (stereo not drawn)
→ 1	-1	-2	1.9	94	0	0	94	0	102	4
Cc1cc(-c2sccc2Br)nc(-n2cccc2)n1
→ -7	0	0	1.3	u	-2	-2	99	-7	99	92*
Cc1ccc2nc(SCC(=O)NC3CCCc4ccccc43)[nH]c2c1 (stereo not drawn)
→ -7	-4	-3	0.7	101	-5	-7	102	-6	102	9
CCCCn1c(N)c(C(=S)NC(=O)CC(C)C)c(=O)n(C)c1=O
→ -8	-7	-10	0.0	119	-11	-5	101	-7	100	2
Cc1cccc(C(=O)Nc2cccc(C(=O)N/N=C/c3ccncc3)c2)c1
→ 16	8	12	0.2	93	16	9	97	15	106	5
Cc1ccccc1C(C(=O)NC1CCCC1)N(C(=O)Cc1cccs1)c1ccc2c(c1)OCCO2 (stereo not drawn)
→ -1	-2	-1	1.6	98	-1	-2	102	-2	103	3
COc1ccc(CCNS(=O)(=O)c2ccc(C3CNC(=O)C3)cc2)cc1OC (stereo not drawn)
→ 1	-2	-3	-0.3	x	-1	-2	x	5	x	-1
O=C(CCSc1nc(-c2ccco2)cc(C(F)(F)F)n1)NCc1ccccn1
→ -6	2	-1	0.9	100	-2	-7	96	-3	97	13
Cc1nnc(SCC(=O)Nc2ccc3c(c2)OCCO3)n1N
→ -2	-1	0	0.3	97	-2	-4	97	-12	95	1
Cc1cccc(N2CCN(S(=O)(=O)c3cnc[nH]3)CC2)c1C
→ 2	1	-4	-1.5	107	-3	0	102	-1	98	-3
CON/C=C(\C=Nc1ccc(C(F)(F)F)cc1)c1ncc(C(F)(F)F)cc1Cl
→ 0	0	1	0.5	103	2	2	101	1	101	1
COC(=O)c1ccc(NC(=O)CCN2C(=O)CSC2=O)cc1
→ -1	0	0	-0.3	106	1	-4	104	-3	99	20
CC1CCN(C(=O)c2ccc(N(C)S(C)(=O)=O)cc2)CC1
→ -1	-2	-1	-2.1	99	-5	-4	95	-11	98	-1
O=C(c1ccccc1)N1CCN(c2ccc([N+](=O)[O-])c(NCC3CCCO3)c2)CC1 (stereo not drawn)
→ -3	0	0	3.1	u	-5	-5	97	-6	98	30
Cc1nc(-c2ccccc2)sc1-c1nc(-c2cccnc2)ncc1S(=O)(=O)c1ccccc1
→ -2	0	-3	3.2	90	-7	-17	92	-10	95	6
O=C1CC(c2ccccc2)C(=O)N1c1cccc(O)c1 (stereo not drawn)
→ 0	-2	-2	0.1	97	-2	-3	100	0	102	0
Cc1ccc(CSCC(N)C(=O)O)cc1 (stereo not drawn)
→ -9	-4	-3	0.0	97	-8	-7	100	-17	99	5
CCOc1ccc(C=O)cc1CN1CCCCC1
→ -1	-1	4	0.8	100	-5	-4	100	-15	101	2
CC1CN(c2ccc([N+](=O)[O-])cc2C#N)CC(C)O1 (stereo not drawn)
→ -6	-2	0	-0.1	97	-5	-6	101	-4	102	11
O=C(NCC1CCCO1)C(=Cc1cccc([N+](=O)[O-])c1)C(=O)NCC1CCCO1 (stereo not drawn)
→ -6	-9	-24	0.4	98	-12	-13	100	-4	92	6
S=c1[nH]nc(-c2ccncc2)n1/N=C/C(Cl)=C\c1ccccc1
→ 3	8	3	-0.6	103	5	-28	100	11	98	-1
CC(C)OC(=O)c1cc(C(=O)c2cc(Br)ccc2O)coc1=N
→ -1	0	-2	-0.2	103	-3	-6	102	0	102	3
O=C(NC1CC2CCCC(C1)N2C(=O)Nc1ccc(Cl)c(C(F)(F)F)c1)C1CC1 (stereo not drawn)
→ 0	0	0	0.1	100	0	0	99	1	100	2
CCC1Oc2ccccc2N(CC(=O)Nc2ccc3c(c2)OCCO3)C1=O (stereo not drawn)
→ -13	-1	-4	1.4	99	-9	-3	101	-16	99	12
COc1ccc(OC)c(NS(=O)(=O)c2ccc(NC(C)=O)cc2)c1
→ -11	1	-2	-0.1	97	-4	-7	103	-11	102	6
Cc1ccc(N/C(N)=N/c2nc(CSc3ccccn3)cc(=O)[nH]2)c(C)c1
→ 5	3	4	2.6	96	3	7	101	9	103	9
O=C(CSC1=Nc2ccccc2C2=NC(Cc3c[nH]c4ccccc34)C(=O)N12)NC1CCCCC1 (stereo not drawn)
→ 6	6	5	0.1	101	9	2	107	9	102	0
CC(=O)Nc1ccc(NC(=S)NC(=O)c2ccc([N+](=O)[O-])c(C)c2)cc1
→ 1	0	2	2.8	91	1	0	94	6	83	26
O=c1c2ccccc2nc(SCc2cc([N+](=O)[O-])cc3c2OCOC3)n1-c1ccccc1
→ -3	-3	-2	1.2	100	-1	-4	100	0	101	1
COc1ccccc1NC(=O)C(C)NS(=O)(=O)c1ccc(Cl)cc1 (stereo not drawn)
→ 1	-1	-3	1.2	98	-2	1	99	0	99	4

(cont.)
Sequence of screens: Bim-Bcl-2	Bim-Bcl-W	Mcl-1 Bim block	ABCB1 inh	RGS7-Gao reg	Bcl-XL Bim block	Bcl-B Bim block	RGS4-Gao reg	Bim-Bfl-1	RGS8-Gao reg	ABCG2 block
Cc1ccnc(NC(=O)COC(=O)C2COc3ccccc3O2)n1 (stereo not drawn)
→ 1	0	-4	0.1	95	-7	0	95	0	93	0
O=C(CN1CCOCC1)Nc1ccccc1
→ -4	-5	-5	0.1	112	-10	0	115	-4	145*[activator]	1
COc1cccc(C(=O)Nc2c(C)nn(-c3ccccc3)c2C)c1
→ 3	1	-3	0.7	83	-1	-2	92	2	93	1
O=C(O)C1CCCCC1C(=O)Nc1cccc(C(=O)N2CCCCC2)c1 (stereo not drawn)
→ -12	0	-2	1.5	98	-5	-10	97	-18	100	1
Cc1ccc(-c2nc(CSCC(=O)N3CCN(c4ccccn4)CC3)c(C)o2)cc1
→ -8	0	-2	0.2	102	-1	-5	99	-12	100	1
CSc1cccc(NC(=S)N2CCC(N(C)C(C)C)CC2)c1
→ -2	-1	-2	-0.1	u	-3	-4	101	3	103	0

Copied from the entries so far, two compounds:
Sequence of screens: Bim-Bcl-2	Bim-Bcl-W	Mcl-1 Bim block	ABCB1 inh	RGS7-Gao reg	Bcl-XL Bim block	Bcl-B Bim block	RGS4-Gao reg	Bim-Bfl-1	RGS8-Gao reg	ABCG2 block
Cc1ccc(-c2nc(CSCC(=O)N3CCN(c4ccccn4)CC3)c(C)o2)cc1
→ -8	0	-2	0.2	102	-1	-5	99	-12	100	1
CSc1cccc(NC(=S)N2CCC(N(C)C(C)C)CC2)c1
→ -2	-1	-2	-0.1	u	-3	-4	101	3	103	0

Source: PubChem (NMMLSC)
